# Cycloheximide cs – counter-screen hit for Shiga toxin inhibitors, cycloheximide. cell reporter, cycloheximide protein synthesis inhibition counterscreen. 300,000 tested, 12% active. max response, %; in the data active = max response mostly above about 13%, no sharp cut-off; inactive = mostly below about 14%; note: read at 38.3 µM for the half of the compounds with a filed dose; 0% is about no effect
# HCV inhibitor – inhibitors of hepatitis C virus infection | Potency, µM (titrated, usually from 41.8 µM), inactives show top-dose activity change, negative = inhibition, actives largely listed as inhibitors | Huh7.5.1 HCVcc-Cre infection, luciferase reporter, 44 h | AID 651820 | 340,000 tested, 3.4% active; note: potency is the fitted concentration of half-maximal effect; % is set by controls: 0 for no effect and ±100 for the full control effect
#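 1,000 cells/well; 4 h culture; + compound; + HCVcc-Cre (~0.5 moi); 44 h; luciferase substrate, RT 15 min; read 15 sec.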
# FBPA Giardia inh – Giardia lamblia aldolase inhibition. purified Giardia FBPA. Potency, µM (doses to about 59.6 µM), without a hit: at the highest dose activity, negative = inhibition, most hits filed as inhibitors. 290,000 tested, 0.71% active. AID 2451; note: potency is the fitted concentration of half-maximal effect; % is set by controls: 0 for no effect and ±100 for the full control effect; nearly all actives have a fitted effect of over 55% in size
# Target sequence (A8B2U2 whole entry, looked up): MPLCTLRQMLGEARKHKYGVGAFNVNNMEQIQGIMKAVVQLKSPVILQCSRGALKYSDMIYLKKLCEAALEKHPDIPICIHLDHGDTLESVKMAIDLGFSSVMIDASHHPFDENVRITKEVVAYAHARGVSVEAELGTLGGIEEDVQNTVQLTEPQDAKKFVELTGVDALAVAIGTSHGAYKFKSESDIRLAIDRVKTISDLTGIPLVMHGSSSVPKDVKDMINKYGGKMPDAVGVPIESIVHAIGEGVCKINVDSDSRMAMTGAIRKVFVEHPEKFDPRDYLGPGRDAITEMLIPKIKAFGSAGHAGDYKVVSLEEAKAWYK
#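 Giardia FBPA (40 nM reagent) was preincubated 10 min at RT with compound (up to 57.5 uM final), then substrate plus GAPDH/TPI/NAD/arsenate coupling system with diaphorase/resazurin was added; resorufin fluorescence (525/598 nm) was read after 20 min.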
# Pf growth 48h – P. falciparum growth inhibition at 48 hours (one generation). P. falciparum luciferase growth in erythrocytes, 48 h. Potency, µM (series often up to 28.7 µM), inactives show top-dose activity change, negative = inhibition, actives largely listed as inhibitors. 310,000 tested, 5.9% active. AID 504832; note: potency is the fitted concentration of half-maximal effect; % is set by controls: 0 for no effect and ±100 for the full control effect
#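 First compound was added to culture medium, then infected red cells at 0.1% parasitemia and 2% hematocrit (final). After incubation at 37 C under 5% CO2, luciferase detection reagent was dispensed and light output recorded.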
# Shiga toxin inh – Shiga toxin inhibition; Vero cells, Shiga toxin protein synthesis inhibition reporter; inhibition, % at 38.7 µM; 290,000 tested, 9.2% active; AID 2315; in the data active = inhibition mostly above about 28%, no sharp cut-off; inactive = mostly below about 43%; note: 0% is about no effect
# Pf growth 96h – P. falciparum growth inhibition at 96 hour, primary screen for plastid delayed-death inhibitors | P. falciparum luciferase reporter growth, 96 h | 320,000 tested, 6.9% active | Potency, µM (doses to about 28.7 µM), inactives show at the top dose activity change, negative = inhibition, usual class: inhibitors | AID 504834; note: potency is the fitted concentration of half-maximal effect; % is set by controls: 0 for no effect and ±100 for the full control effect
#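 P. falciparum expressing integrated firefly luciferase, in erythrocytes at 2% hematocrit, 0.05% parasitemia, incubated with compounds 96 h at 37 C, 5% CO2. Growth inhibition read as loss of luminescence; two-generation exposure targets delayed-death apicoplast inhibitors.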
# * marks the source's active call; other numbers are inactive results; ? = inconclusive; / = no result given; [ ] = another dose, or the depositor's remark. Unless noted, calls come from the whole dose curve; as a rule, active = well fitted curve in the direction sought with a large enough effect; inconclusive = small, poorly fitted or top-dose-only effect, or another doubt; inactive = no such curve, though single readings can be large; an effect the other way counts as inactive or inconclusive.
molecule,Shiga toxin inh,HCV inhibitor,Pf growth 48h,Cycloheximide cs,Pf growth 96h,FBPA Giardia inh
COC(=O)c1ccccc1Oc1ccc(NC(=O)CCCl)cc1,0,1%,-12%,7,-13%,7%
COc1ccc(OC)c(-c2csc(NC(=O)COC(=O)c3ccc(NC(=O)CC#N)cc3)n2)c1,/,?,?,/,?,/
O=C(c1ccccn1)N1N=C2/C(=C/c3ccccc3)CCCC2C1c1ccccc1 (stereo unspecified),-8,7%,?,5,?,8%
CCOC(=O)c1c(C)cc(C)[nH]c1=O,-8,4%,5%,2,13%,0%
COc1ccc2[nH]cc(CCNC(=O)c3ccco3)c2c1,/,?,36%[activator],/,23%,/
C/C(=N\Nc1ccc([N+](=O)[O-])cc1)c1ccc(-n2nncc2C)cc1,-14,?,4%,-2,4%,1%
CCn1c(COc2cccc(C)c2)nc2ccccc21,15,-28%,?,21*,?,0%
Cc1ccccc1NC(=O)COc1nsnc1N1CCOCC1,-11,8%,-10%,-2,22%,9%
O=c1c2ccccc2nc(N/N=C/c2ccccc2)n1O,4,2%,11%,11,97%[activator],-6%
O=C(COc1ccc2c3c(c(=O)oc2c1)CCCC3)NCc1ccncc1,-10,-5%,16%,-12,?,/
Cc1ccccc1OCc1nnc(SCC(=O)Nc2ccc3c(c2)oc2ccccc23)n1C,8,?,?,5,14%,-1%
COCCN(Cc1ccccc1)C(=O)Cc1ccc(S(=O)(=O)N2CCOCC2)s1,/,0%,10µM*,/,9.3µM*,/
Cc1ccc(N=C2NC(=O)C(CC(=O)O)S2)cc1 (stereo unspecified),-12,18%,6%,-3,72%[activator],1%
COc1ccccc1N1CCN(CCCNC(=O)Nc2ccccc2C)CC1,-8,18%,?,1,177%[activator],0%
CN(C)Cc1ccccc1OC(=O)N(C)C,-5,-10%,/,6,8%,1%
O=C(COC(=O)c1cc(=O)[nH]c2ccccc12)NC1CCCC1,-7,10%,-11%,9,21%,-7%
CC(Sc1nnc(N)s1)C(=O)NCc1ccc2c(c1)OCO2 (stereo unspecified),/,10%,-5%,/,13%,/
CCCC[C@H]1COCCS(=O)(=O)N1Cc1cccc([N+](=O)[O-])c1,-17,-5%,1%,-2,-19%,-4%
Cc1ccc(O)c(-c2cc(-c3ccccc3C)[nH]n2)c1,33*,11µM*,?,-2,12%,-7%
O=C(NCc1ccccn1)c1cccs1,12,5%,18%,2,13%,8%
Cc1c(-c2ccccc2)nc2ccccc2c1C(=O)OCC(=O)Nc1ncc(C(F)(F)F)cc1Cl,-3,-28%,?,-1,16%,-7%
Cc1nc(N2CCN(c3ccccc3)CC2)[nH]c(=O)c1C,-5,27%,12%,4,40%[activator],-21%
CN1CCCNc2nc3ccccc3nc21,84*,13%,82%[activator],35*,?,-21%
COc1cccc(C2=Nn3c(nnc3-c3cccc(OC)c3)SC2)c1,-11,/,/,-1,/,3%
CCCCC(=O)Nc1ccc(C(=O)OC2CCCCC2)cc1,52,?,10µM*,32,/,-2%
Cc1ccc(NC(=O)c2cnccn2)c(C)c1,38*,4%,74%[activator],21*,241%[activator],-2%
CN(C1CCCCC1)S(=O)(=O)c1cccc(C(=O)Nc2ccccn2)c1,/,?,?,/,?,/
O=C(NCCc1ccccc1)C1(c2ccccc2)CC1(Cl)Cl (stereo unspecified),-3,-20%,0%,9,?,3%
Cc1nn(C)c(C)c1S(=O)(=O)N1CCC(C(=O)Nc2ccc3c(c2)OCCO3)CC1,81*,-1%,/,30,?,-2%
COc1ccc(-n2c(O)c(C=Nc3ccccc3)c3ccccc3c2=O)cc1,-13,-5%,-3%,-9,-8%,0%
CSc1nnc(-c2cccc(NC(=O)c3ccccc3)c2)n1C,23,-4%,-1%,11,74%[activator],3%
O=C(N1CCOCC1)N1CCN(c2ccccc2F)CC1,-14,10%,/,5,?,0%
COc1ccc(-c2nn(CCC(=O)O)cc2/C=C2\SC(N)=NC2=O)cc1OC,-17,-5%,18%,-3,5%,-5%
COc1cc(CNc2ncn[nH]2)ccc1OCc1cccc(C)c1,70*,-5%,117%[activator],48*,-2%,-4%
COc1ccc(C(=O)Oc2cc(N)n(S(=O)(=O)c3ccc(C)cc3)n2)cc1,-18,-5%,17%,-3,?,11%
O=C(CN1C(=O)c2ccccc2C1=O)Nc1nnc(C2CCCO2)s1 (stereo unspecified),-20,9%,/,-5,/,2%
COc1ccc(N2CCN(S(=O)(=O)c3ccc4c(c3)CC(C)N4C(=O)C3CC3)CC2)cc1 (stereo unspecified),-3,?,6%,-3,?,2%
O=C(O)c1cc(Oc2ccc([N+](=O)[O-])cc2)cc(Oc2ccc([N+](=O)[O-])cc2)c1,-8,/,/,-7,/,20%
CCN(CC)c1ccc(/C=N/OCC(=O)N2CCCc3ccccc32)cc1,19,-27%,-7%,-1,10%,7%
N#CCC(=O)Nc1ccc(C(=O)OCC(=O)N=c2sccn2Cc2ccccc2Cl)cc1,/,?,12µM*,/,?,/
COc1ccccc1NC(=O)C1=C(C)Nc2nnnn2C1c1cccc(Br)c1 (stereo unspecified),-5,16%,3%,-6,/,0%
CN(C)/C=C(\C#N)S(=O)(=O)C(C)(C)C,10,?,7%,-2,24%,2%
COc1cc(CN2CCN(S(=O)(=O)c3ccc(NC(C)=O)cc3)CC2)cc(OC)c1O,-15,1%,-1%,-4,14%,?
CSc1ncccc1C(=O)N1CCCC(CCC(=O)NCc2ccc(F)c(F)c2)C1 (stereo unspecified),6,17%,?,-1,?,1%
COc1ccc(C)cc1NC(C)C(=O)NC(=O)NC1CCCCC1 (stereo unspecified),/,7%,13µM*,/,?,/
O=[N+]([O-])c1ccc(NCCCN2CCOCC2)nc1,-3,18%,-4%,-2,28%,5%
CC(C)C(NC(=O)C12CC3CC(CC(C3)C1)C2)C(=O)NC1=NCCS1 (stereo unspecified),-17,/,?,-4,-15%,0%
CCCCn1c(SCC(=O)Nc2ccc3c(c2)OCO3)nc2c1c(=O)n(C)c(=O)n2C,12,?,?,8,-2%,0%
CCCCn1c(=O)c(C(=O)N/N=C/c2ccc(F)cc2)c(O)c2ccccc21,-23,/,33%,1,39%[activator],14%
COCCn1ccc2c(OCC(=O)NCc3ccccc3)cccc2c1=O,/,6%,?,/,-4%,/
COc1cc(/C=C(\NC(=O)c2ccccc2)C(=O)Nc2cccc(O)c2)c([N+](=O)[O-])cc1OC,-12,5%,4%,2,0%,3%
O=C(Nc1ccccc1)c1cccc(N2CCCC2=O)c1,40*,-9%,183%[activator],34*,?,0%
CN(C)C(=O)CSc1nnc(-c2ccncc2)n1Cc1ccco1,76,5%,19%,9,?,4%
CSc1ncccc1C(=O)OCC(=O)N(C)C,-10,8%,2%,-3,17%,1%
O=C(NCCN1CCCCC1)c1ccc(Oc2cc(Cl)cc(Cl)c2)o1,-5,?,7.4µM*,-2,4.7µM*,-11%
Cc1ccc(N2CC(C(=O)Nc3ncc([N+](=O)[O-])s3)CC2=O)cc1 (stereo unspecified),19,8%,12%,0,-15%,-6%
CC(=O)N1c2ccc(S(=O)(=O)NCCC(=O)Nc3ccc(F)cc3)cc2CC1C (stereo unspecified),-2,4%,?,1,15%,5%
C=CCN1CCCC1CNC(=O)c1cc2[nH]nnc2cc1OC (stereo unspecified),/,5%,?,/,0%,/
CN(C)S(=O)(=O)c1ccc(SCC(=O)N2CC(=O)Nc3ccccc32)nc1,/,4%,?,/,?,/
C#Cc1ccc([C@H]2C=C(C(=O)OCC=C)O[C@@H](OCC)[C@@H]2CCCO)cc1,-6,-6%,-21%,-2,?,7%

# (cont.)
molecule,Shiga toxin inh,HCV inhibitor,Pf growth 48h,Cycloheximide cs,Pf growth 96h,FBPA Giardia inh
Cc1ccc(OC(C)C(=O)Nc2ccc(S(=O)(=O)N3CCOCC3)cc2)cc1 (stereo unspecified),-4,-17%,?,7,90%[activator],/
COc1ccc(C(=O)OCC(=O)NC2CCCCCC2)c(OC)c1,/,-8%,46%[activator],/,-1%,/
NC(=O)CC(NC(=O)Cc1cccc2ccccc12)c1ccc(NCCc2ccccc2F)c([N+](=O)[O-])c1 (stereo unspecified),-5,14%,?,1,?,0%
Nc1nc(-c2ccc(F)cc2)cs1,38,-7%,42%[activator],16,?,/

# Structures listed so far containing a halogen (12):
molecule,Shiga toxin inh,HCV inhibitor,Pf growth 48h,Cycloheximide cs,Pf growth 96h,FBPA Giardia inh
COC(=O)c1ccccc1Oc1ccc(NC(=O)CCCl)cc1,0,1%,-12%,7,-13%,7%
Cc1c(-c2ccccc2)nc2ccccc2c1C(=O)OCC(=O)Nc1ncc(C(F)(F)F)cc1Cl,-3,-28%,?,-1,16%,-7%
O=C(NCCc1ccccc1)C1(c2ccccc2)CC1(Cl)Cl (stereo unspecified),-3,-20%,0%,9,?,3%
O=C(N1CCOCC1)N1CCN(c2ccccc2F)CC1,-14,10%,/,5,?,0%
N#CCC(=O)Nc1ccc(C(=O)OCC(=O)N=c2sccn2Cc2ccccc2Cl)cc1,/,?,12µM*,/,?,/
COc1ccccc1NC(=O)C1=C(C)Nc2nnnn2C1c1cccc(Br)c1 (stereo unspecified),-5,16%,3%,-6,/,0%
CSc1ncccc1C(=O)N1CCCC(CCC(=O)NCc2ccc(F)c(F)c2)C1 (stereo unspecified),6,17%,?,-1,?,1%
CCCCn1c(=O)c(C(=O)N/N=C/c2ccc(F)cc2)c(O)c2ccccc21,-23,/,33%,1,39%[activator],14%
O=C(NCCN1CCCCC1)c1ccc(Oc2cc(Cl)cc(Cl)c2)o1,-5,?,7.4µM*,-2,4.7µM*,-11%
CC(=O)N1c2ccc(S(=O)(=O)NCCC(=O)Nc3ccc(F)cc3)cc2CC1C (stereo unspecified),-2,4%,?,1,15%,5%
NC(=O)CC(NC(=O)Cc1cccc2ccccc12)c1ccc(NCCc2ccccc2F)c([N+](=O)[O-])c1 (stereo unspecified),-5,14%,?,1,?,0%
Nc1nc(-c2ccc(F)cc2)cs1,38,-7%,42%[activator],16,?,/

# Source: PubChem BioAssay (National Center for Advancing Translational Sciences (NCATS))
